S100A4 MyoIIA = S100A4-myosin IIA interaction inhibition; P26447; S100A4/TAMRA-MyoIIA peptide fluorescence polarization; inhibition, % at 10.7 µM; hit rate 0.14% among 360,000;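 active = mean inhibition of at least 70% across replicates, with every replicate also reaching that level; inconclusive = mean inhibition reaches 70% but some replicates fall short; inactive = mean inhibition below 70%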
Target sequence (P26447 whole entry, looked up): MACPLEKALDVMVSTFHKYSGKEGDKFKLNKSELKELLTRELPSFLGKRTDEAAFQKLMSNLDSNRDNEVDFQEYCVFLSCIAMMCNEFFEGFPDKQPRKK
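Material: S100A4 monomer protein | Medium: HEPES pH 7.2 with CaCl2, KCl, NaCl, DTT, Triton | Reagent: Labelled myosin peptide probe, 5 nM | Doses: One dose per compound | Times: 5 min incubation before reading | Benchmarks: Neutral control DMSO, positive control TFP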
E-sel inducer = induces E-selectin expression in human endothelial cells; P16581; HUVEC E-selectin immunofluorescence imaging; normalized: neutral wells 0, TNF-alpha wells 100; activation, % at 7.58 µM; hit rate 0.37% among 260,000; AID 686992;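 active = mean E-selectin-positive cell signal at least 10% of the positive control, reached in at least 60% of replicates, without over 20% cell loss; inconclusive = no rule given, readout overlaps actives, possibly toxicity-flagged; inactive = the rest, including those meeting only one limit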;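 also: in these data hits start at about 27%; measured in HUVEC primary endothelial cells; signal is the percent of cells scored E-selectin positive by PE staining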
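Assay system: HUVEC primary endothelial cells. Input: 3,000 HUVEC seeded per well. Doses: one compound dose added by pin transfer. Read-out basis: % PE-positive cells. Benchmarks: TNF-alpha high, DMSO low. Detection: immunofluorescence imaging. Buffer or medium: EGM-2, gelatin.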
ERAP1 inh = ERAP1 (human) enzyme inhibition; inhibition, % at 10.7 µM; hit rate 0.15% among 340,000; recombinant ERAP1, Leu-AMC fluorescence, 60 min; AID 652197;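 active = mean replicate inhibition of at least 30%, or all replicates individually reaching that 30% level; inactive = mean below 30% and not every replicate reaching it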;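 also: 0% = neutral control wells and 100% = L-leucinethiol positive control wells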
RAD54 branch = blocks human RAD54 Holliday junction branch migration; Q92698; FAM/BHQ fluorescence; inhibition, % at 10.4 µM; hit rate 0.14% among 360,000; AID 602329;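 active = mean normalized replicate activity at least 40 and at least half of replicates scoring 40 or more; inconclusive = only one of the two criteria met; inactive = mean below 40 and under half of replicates reaching 40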;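 also: 0% = median of neutral control wells and 100% = median of positive control wells; inhibitors cause a drop in the FAM fluorescence signal; in these data hits start at about 50%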
Target sequence (Q92698 whole entry, looked up): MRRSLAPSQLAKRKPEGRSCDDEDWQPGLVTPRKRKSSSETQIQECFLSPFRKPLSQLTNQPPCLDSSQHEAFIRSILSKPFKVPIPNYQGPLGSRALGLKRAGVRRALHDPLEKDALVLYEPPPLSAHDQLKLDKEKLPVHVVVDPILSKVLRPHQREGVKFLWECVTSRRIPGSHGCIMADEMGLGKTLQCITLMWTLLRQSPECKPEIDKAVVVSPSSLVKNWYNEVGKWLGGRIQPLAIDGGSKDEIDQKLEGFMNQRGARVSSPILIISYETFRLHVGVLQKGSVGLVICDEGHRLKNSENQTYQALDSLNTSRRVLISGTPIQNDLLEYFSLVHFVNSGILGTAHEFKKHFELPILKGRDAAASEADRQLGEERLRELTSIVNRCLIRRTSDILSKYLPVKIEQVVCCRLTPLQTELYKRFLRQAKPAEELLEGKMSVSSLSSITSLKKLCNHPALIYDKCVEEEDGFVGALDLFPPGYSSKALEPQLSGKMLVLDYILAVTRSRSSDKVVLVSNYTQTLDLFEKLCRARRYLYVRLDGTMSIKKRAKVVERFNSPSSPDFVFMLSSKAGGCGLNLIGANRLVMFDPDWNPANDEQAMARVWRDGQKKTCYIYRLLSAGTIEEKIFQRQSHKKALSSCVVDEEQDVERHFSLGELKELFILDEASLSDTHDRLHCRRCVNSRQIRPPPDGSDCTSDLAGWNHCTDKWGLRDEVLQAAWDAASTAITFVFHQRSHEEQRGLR
Xi reactivation = X-chromosome reactivation activator. XiGFP mouse fibroblasts, % GFP-positive cells imaging, 3 d; cells co-treated with 5-aza-dC sensitizer; scaled so ellipticine positive control = 100%. activation, % at 7.58 µM. hit rate 0.055% among 360,000. AID 743238;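 active = mean normalized replicate activation at least 10% and every replicate at or above 10%; inconclusive = only one of the two criteria met; inactive = mean below 10% and not all replicates reach 10%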;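 also: 0% = median of on-plate neutral control wells and 100% = ellipticine 6 µM median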
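material = 68-5-11 XiGFP fibroblast line | medium = DMEM plus 5-aza-dC sensitizer | schedule = 3 days compound exposure | benchmarks = positive control ellipticine, 6 µM final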
RAD52 anneal inh = blocks human RAD52 DNA annealing | inhibition, % at 18.7 µM | P43351 | hit rate 0.46% among 360,000 | recombinant RAD52 DNA annealing, FRET fluorescence;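 active = every replicate showing at least 50% inhibition; inconclusive = mean inhibition at least 50% but not in every replicate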
ERp5 inh = ERp5 (human) disulfide isomerase inhibition. Q15084. ERp5 insulin aggregation, absorbance 650 nm, 90 min. inhibition, % at 9.99 µM. hit rate 0.05% among 350,000. AID 651711;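 active = mean replicate inhibition above about 25%, with every replicate also reaching it, limit read from the data, passing the limit was not always enough; inconclusive = only one of those two criteria met; inactive = neither criterion met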
esBAF inh = blocks esBAF chromatin remodeling in mouse ES cells | Bmi1-luciferase knock-in reporter, 24 h; 100% = twice the neutral-well signal | AID 602393 | hit rate 2% among 350,000 | reporter increase, % at 12.5 µM; in the data active = activation above about 40%; inconclusive = no clear call, values can overlap the other calls;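 also: 0% = median of the plate's neutral control wells and 100% = double that signal; a rise in the Bmi1 reporter signal indicates esBAF inhibition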
The depositor's hits bear a star; ? = inconclusive; . = no result given; & = joins results of further samples; ! = not confirmed by another sample.

Start of the listing, in advance, 2 compounds:
SMILES | S100A4 MyoIIA | E-sel inducer | ERAP1 inh | RAD54 branch | Xi reactivation | RAD52 anneal inh | ERp5 inh | esBAF inh
C[C@H](NC(=O)C[C@@H]1CC[C@H]2[C@@H](COc3ccc(NC(=O)C4CCOCC4)cc3C(=O)N2C)O1)c1ccccc1 | 10.3 | 2.8 | 2.8 | 4.4 | 0.0 | 4.9 | -2.1 | -2.4
Cn1nc(C(=O)Nc2ccccc2)c2c1-c1ccccc1S(=O)(=O)C2 | 0.9 | . | -0.1 | -0.9 | 0.0 | -17.7 | 2.0 | -2.8

All compounds of this part, from the first entry:
SMILES | S100A4 MyoIIA | E-sel inducer | ERAP1 inh | RAD54 branch | Xi reactivation | RAD52 anneal inh | ERp5 inh | esBAF inh
C[C@H](NC(=O)C[C@@H]1CC[C@H]2[C@@H](COc3ccc(NC(=O)C4CCOCC4)cc3C(=O)N2C)O1)c1ccccc1 | 10.3 | 2.8 | 2.8 | 4.4 | 0.0 | 4.9 | -2.1 | -2.4
Cn1nc(C(=O)Nc2ccccc2)c2c1-c1ccccc1S(=O)(=O)C2 | 0.9 | . | -0.1 | -0.9 | 0.0 | -17.7 | 2.0 | -2.8
C[C@@H]1CN([C@@H](C)CO)C(=O)c2cccc(NC(=O)Nc3ccc(F)cc3)c2O[C@@H]1CN(C)C(=O)Nc1ccc(F)cc1 | 3.3 | 0.3 | -5.4 | 2.8 | 0.3 | 6.3 | 2.2 | -1.6
Cc1cccc(C)c1NC(=O)C(c1ccccc1)n1c(=O)c(-c2cc3ccccc3[nH]2)nc2ccccc21 (configuration not stated) | -0.9 | 0.7 | . | . | -0.1 | -162.6 | 4.8 | .
COc1ccc(-n2nc(C(=O)NCC(=O)NCC3COc4ccccc4O3)c3ccccc3c2=O)cc1OC (configuration not stated) | -4.3 | . | 5.5 | . | 0.0 | 8.3 | 5.0 | .
CCCCCCSc1nsc(NC(=O)CC(C)C)n1 | -15.8 | . | -1.0 | -6.0 | 0.2 | -5.3 | 13.0 | 17.8
C[C@@H]1CN([C@H](C)CO)S(=O)(=O)c2ccc(C3=CCCC3)cc2O[C@@H]1CN(C)C(=O)C1CCC1 | -3.6 | -0.4 | -0.8 | -3.7 | -0.3 | -24.7 | 4.4 | 2.9
COC(=O)CN(C#N)c1nc(N(C)C)nc(N(C)C)n1 | -4.6 | 2.0 | 0.3 | . | 0.0 | 7.8 | 6.1 | .
Cc1cc(CN(C)C(=O)CC2C(=O)NCCN2CC(c2ccccc2)c2ccccc2)on1 (configuration not stated) | 6.1 | 0.0 | 0.1 | . | 0.0 | -17.3 | -16.3 | -2.8
O=S(=O)(NC1CCN(S(=O)(=O)c2c(F)cccc2F)CC1)c1ccc2c(c1)OCCO2 | -0.6 | 0.4 | 3.0 | -5.0 | 0.3 | -8.6 | 0.6 | 9.7
COc1ccc(CN(C)C[C@H]2Oc3c(NC(=O)NC(C)C)cccc3C(=O)N([C@H](C)CO)C[C@H]2C)cc1 | 107.1* | -2.3 | -2.2 | 3.0 | -1.2 | 1.8 | -3.6 | -16.7
Cc1ccc2cc(CN(Cc3cccs3)Cc3nnnn3CC3CCCO3)c(=O)[nH]c2c1 (configuration not stated) | -4.3 | . | -0.3 | -2.6 | . | -79.3 | -2.9 | 5.7
Cc1nnc(SCC(=O)NC2CCCCC2)n1-c1ccccc1 | 3.5 | -0.1 | -8.8 | 7.7 | 0.0 | -8.5 | 1.3 | -1.8
O=C(c1ccco1)N1CCN(C2c3ccccc3-c3ccccc32)CC1 | 11.5 | 0.1 | -0.1 | 0.6 | 0.0 | -24.1 | -3.5 | -3.3
CN1C(=O)c2cc(NC(=O)c3cccc(F)c3)ccc2OC[C@@H]2O[C@H](CC(=O)NCC3CC3)CC[C@@H]21 | 3.0 | 0.0 | 5.3 | . | 0.1 | 0.8 | -3.7 | .
COc1ccc(C(=O)Nc2ncc3c(n2)CC(C)CC3=O)cc1 (configuration not stated) | -1.3 | . | -0.2 | 1.3 | 0.2 | -7.9 | -5.0 | 7.0
COc1ccc(-c2ccc(C3[C@@H]4CN(S(=O)(=O)c5cccc(C)c5)C[C@H]3N4)cc2)cc1 (some centres not stated) | 16.1&-12.6 | 0.4&-0.2 | 0.1&-0.1 | . | 0.0&0.0 | 70.7*! | 12.0&7.2 | .
Cc1noc(C)c1S(=O)(=O)Nc1ccc2c(c1)CC(=O)N([C@@H](C)CO)C[C@@H](C)[C@H](CN(C)Cc1ccccc1)O2 | 14.9 | 0.8 | -1.7 | -6.7 | 0.1 | 9.8 | 1.2 | 6.0
CC[C@]12c3[nH]c4ccc(OC)cc4c3CCN1C(=O)C(CC(=O)NC/C=C(\C)CCC=C(C)C)C[C@@H]2C(=O)N1CCN(C(=O)C2CC2)CC1 (some centres not stated) | 40.2 | . | -0.9 | -2.6 | 0.0 | 0.9 | 3.9 | 9.8
COc1ccc(OC)c(CCNC(=O)Cc2ccc(NC(=O)C3=C(C)OCCS3)cc2)c1 | 0.5 | 0.5 | 1.8 | 14.1 | 0.3 | -5.9 | -4.5 | 12.5
CC(NC(=O)CN1C(=O)NC2(CCCCCC2)C1=O)c1ccccc1Cl (configuration not stated) | -3.2 | 0.5 | 1.0 | 1.2 | 0.0 | -13.0 | 1.6 | -1.7
Cc1cc(C(=O)COC(=O)c2ccc([N+](=O)[O-])o2)c(C)n1CC1CCCO1 (configuration not stated) | 20.6 | -1.5 | -1.2 | 9.0 | 0.0 | 2.0 | -2.4 | -17.8
COc1cc(O)cc2occ(-c3ccc(O)cc3)c(=O)c12 | 1.9 | . | 1.0 | 1.9 | . | -11.7 | 10.5 | 26.0
CSc1nc(Cc2ccccc2)nc2ccccc12 | 3.2 | . | 4.7 | . | 0.2 | -5.9 | 1.7 | .
CN(C)CC(=O)Nc1ccc2c(c1)[C@@H]1C[C@H](CC(=O)NC3CCCCC3)O[C@@H](CO)[C@@H]1O2 | -4.5 | 0.1 | -1.2 | ? | -0.1 | 4.7 | -0.1 | 6.3
C[C@@H]1CN([C@H](C)CO)S(=O)(=O)c2ccc(-c3ccncc3)cc2O[C@@H]1CN(C)C(=O)C1CC1 | 54.9 | 0.5 | -3.5 | -5.9 | 0.3 | 2.9 | 3.2 | -4.0
Nc1nnc(CC(=O)N/N=C/c2ccccc2OCc2ccccc2F)s1 | -5.3 | 0.0 | . | . | 0.2 | 4.1 | -7.3 | .
O=C(NCC1CCCO1)c1cc(S(=O)(=O)N2CCOCC2)ccc1Cl (configuration not stated) | -3.6 | 0.5 | -2.9 | 1.6 | 0.0 | -16.4 | -15.1 | 4.0
COCC#Cc1ccc2c(c1)O[C@@H](CN(C)S(=O)(=O)c1ccc(OC)cc1)[C@@H](C)CN([C@H](C)CO)S2(=O)=O | 6.3 | -0.1 | -1.4 | 7.4 | -0.5 | 0.9 | -3.5 | 2.4
COCC#Cc1ccc2c(c1)O[C@@H](CN(C)C(=O)C1CC1)[C@@H](C)CN([C@@H](C)CO)S2(=O)=O | -8.6 | 0.6 | 1.2 | 2.5 | -0.1 | -3.4 | 0.4 | .
COc1cc(S(=O)(=O)N2CCCN(C)CC2)ccc1NC(C)=O | -0.1 | . | -2.9 | 9.3 | 0.3 | -9.1 | -5.3 | 2.4
Cc1cc(-c2ccccc2)c(C#N)c(=S)[nH]1 | 3.0 | . | -1.4 | -2.8 | 0.0 | -12.0 | 3.0 | .
O=C(Cc1ccccc1Cl)Nc1cccc(S(=O)(=O)N2CCCCCC2)c1 | -1.1 | -0.5 | 2.9 | -1.7 | -0.1 | -4.4 | 0.8 | -3.7
CC(=O)Nc1ccc(OCC(O)CN2CCN(Cc3ccccc3)CC2)cc1 (configuration not stated) | -0.9 | . | 0.7 | -14.5 | . | -17.1 | -3.8 | -0.7
O=C(NC(=S)N1CCCCC1CO)C12CC3CC(CC(C3)C1)C2 (configuration not stated) | -1.5 | 1.2 | . | . | -0.2 | -11.3 | -0.1 | .
CCNc1nc(SC(C)C(=O)Nc2ccccc2)nc(N(C)C)n1 (configuration not stated) | 1.5 | -0.1 | -2.6 | -0.8 | 0.0 | 0.5 | -0.6 | -2.8
COc1ccc(C(=O)NC(=S)Nc2nc(-c3ccc(OC)c(Br)c3)cs2)cc1Br | -4.2 | 0.3 | -0.2 | -10.7 | 0.0 | -18.6 | -0.7 | -1.0
CNC(=S)Nc1sc2c(c1C(=O)OC)CCC2 | -0.8 | 0.1 | 2.3 | -0.6 | 0.2 | -10.1 | 1.1 | -11.7
CC(=O)c1cccc(NC(=O)NCCS(C)=O)c1 (configuration not stated) | 9.9 | . | -6.2 | 5.2 | . | -17.3 | 3.2 | -5.7
C[C@H](CO)N1C[C@H](C)[C@H](CN(C)C(=O)CN(C)C)Oc2ncc(-c3ccc(F)cc3)cc2C1=O | 12.7 | 0.2 | 4.8 | -4.4 | -1.1 | 20.7 | 2.0 | 6.1
COc1cc(NC(=O)c2ccc(-c3csc(C)n3)cc2)c(OC)cc1Cl | -3.2 | . | 2.1 | -5.5 | 0.2 | -17.0 | ? | 23.9
CCOc1ccc(S(=O)(=O)NCCC(=O)Nc2ccncc2)cc1 | 35.7 | 0.0 | -0.1 | -1.4 | 0.3 | -7.9 | 4.8 | -0.8
CCN(C(=O)COC(=O)c1ccc(N2C(=O)c3ccccc3C2=O)cc1)C1CCS(=O)(=O)C1 (configuration not stated) | 7.7 | . | -2.5 | . | 0.0 | 2.7 | 3.3 | .
Cc1noc(C)c1NC(=O)Nc1ccc2c(c1)C(=O)N([C@@H](C)CO)C[C@@H](C)[C@H](CN(C)C(=O)Nc1ccc(F)cc1)OCCCC[C@@H](C)O2 | 3.2 | -0.1 | 0.5 | 26.3 | -0.1 | 8.1 | 3.8 | 0.1
Cc1c(CNCCc2ccc(Cl)cc2)c(C(=O)O)c(C)n1Cc1ccccc1 | -2.5 | . | 0.6 | . | 0.0 | -15.5 | -3.8 | .
COc1ccc(CN(C)C[C@@H]2Oc3c(NC(=O)c4ccc(-c5nccs5)cc4)cccc3C(=O)N([C@@H](C)CO)C[C@H]2C)cc1 | -7.3 | . | 1.4 | -11.1 | . | 17.3 | 1.1 | 3.9
C=CCOc1ccc(C=Nc2ccc(OC)cc2)c(O)c1 | -5.0 | . | 3.5 | . | 0.0 | -7.4 | 1.6 | -4.5
COc1ccc(C(=O)C(C)OC(=O)c2cccc(S(=O)(=O)Nc3c(C)n(C)n(-c4ccccc4)c3=O)c2)cc1 (configuration not stated) | 0.1 | 0.0 | -0.4 | 9.0 | -0.1 | -7.9 | -8.0 | 10.1
COc1ccccc1CNC(=O)C(NC(=O)c1ccccc1C)C(C)C (configuration not stated) | 2.2 | -0.6 | -2.2 | . | 0.0 | -7.0 | -1.4 | .
Cc1ccc2c(CC(=O)N3CCN(S(=O)(=O)c4ccccc4)CC3)coc2c1 | -5.5 | 10.7 | 5.5 | 2.2 | 0.0 | -19.9 | -2.7 | 1.7
COc1ccc(OC)c(NC(=O)C2CC2c2ccccc2)c1 (configuration not stated) | 2.8 | . | 2.8 | 0.5 | 0.0 | -10.2 | 1.0 | -1.4

Screening results as filed in PubChem BioAssay.
